PGC1a acetyl inh: modulators of PGC1a acetylation. U2OS PGC1a acetylation, AlphaScreen anti-acetyl-lysine; with virally co-expressed GCN5 acetyltransferase. inhibition, % at 15.6 µM. actives 0.17% (n = 350,000). AID 651687;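 active = every replicate shows inhibition of at least 40%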;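 also: 0% = neutral control wells and 100% = positive control wells; some results beyond the cut were filed as inactive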
FN deposit inh: fibronectin deposition inhibition; AH1F fibroblasts, Alexa488-fibronectin deposition fluorescence, overnight; inhibition, % at 12.6 µM; actives 0.086% (n = 350,000); AID 743247;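 active = mean inhibition across replicates of 30% or more, regardless of how many single replicates reach that level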;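 also: positive control wells lacked labelled fibronectin entirely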
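Material: AH1F fibroblasts assembling fluorescent fibronectin matrix; amount: 10000 AH1F cells/well; medium: DMEM, 2% serum; reagent: Alexa488-fibronectin, 24 nM final in well; dosing: single compound dose, delivered by pin transfer; incubation: 1 h adhesion, overnight exposure; detection: fluorescence after three HBSS washes, excitation 485 nm, emission 525 nm; measure: fibronectin deposition inhibition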
PAX8 reporter: lowers PAX8-driven luciferase in RMG-I cells. RMG-I TPO-luciferase reporter, SteadyGlo, 24 h. inhibition, % at 12.6 µM. actives 1.2% (n = 360,000). AID 652154;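 active = mean replicate inhibition at least 60% with every replicate also reaching 60%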;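 also: luciferase light reporting Pax8 driven TPO promoter activity; plate controls were median of neutral control wells for no effect and mitoxantrone controls for full effect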
LGR2 antag: inhibitors of bursicon-induced Drosophila LGR2 receptor cAMP signaling; HEK293 LGR2, CRE-luciferase, bursicon-stimulated, 4 h; actives 0.35% (n = 380,000); inhibition, % at 9.99 µM;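 active = drop in luminescence signal, shown as inhibition above about 50% in the replicate tests, limit read from the data, passing the limit was not always enough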;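 also: agonist challenge used bursicon conditioned medium at about half maximal strength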
EWS-Fli block: EWS/Fli transcriptional activity inhibition; actives 0.67% (n = 350,000); AID 651661; A673 NR0B1-luciferase reporter, viability-normalised; inhibition, % at 12.6 µM;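 active = mean inhibition of at least 50% after viability correction, with every replicate also passing that limit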;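 also: firefly luciferase signal divided by Alamar Blue viability fluorescence both relative to DMSO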
CASP6 VEID inh: caspase-6 (human) enzyme inhibition; actives 0.53% (n = 350,000); inhibition, % at 12.5 µM; purified caspase-6, Z-VEID-R110 cleavage fluorescence; P55212;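 active = mean inhibition across replicates at least about 35%, with every replicate also reaching that limit, limit read from the data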;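 also: 0% = median of neutral control wells and 100% = no fluorescence left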
Target sequence (P55212 24-179 limits assumed): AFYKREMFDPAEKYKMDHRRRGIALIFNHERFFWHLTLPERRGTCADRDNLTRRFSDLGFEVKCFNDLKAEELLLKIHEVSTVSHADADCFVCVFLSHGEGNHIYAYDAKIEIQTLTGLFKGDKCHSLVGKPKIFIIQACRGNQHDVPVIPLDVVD
Target sequence (P55212 194-293 limits assumed): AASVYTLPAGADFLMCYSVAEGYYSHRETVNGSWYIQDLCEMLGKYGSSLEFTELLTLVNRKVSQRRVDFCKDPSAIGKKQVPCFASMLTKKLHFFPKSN
Cneo AK release: causes C. neoformans cell lysis. adenylate kinase release luminescence, 4 h; normalised: neutral wells 0, clomiphene wells 100. actives 0.2% (n = 360,000). lysis activity, % at 15 µM;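 active = mean lysis activity across replicates of at least 80%, whatever share of replicates individually reach that level; inactive = mean lysis activity below 80%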
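Material – log-phase Cryptococcus neoformans yeast cells · Input – 5 × 10^6 yeast cells/mL · Medium – fresh YPD growth medium · Doses – single compound concentration per well · Timing – static 4 h at 37 °C with compound, 1 h detection · Detection – adenylate kinase release luminescence · Read-out – signal increase indicating cell lysis · Control set – Clomiphene as positive lysis control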
miR122 inh: inhibitors of miR-122 in Huh7 cells. Huh7 miR-122 Renilla luciferase sensor, 48 h; neutral wells = 0, positive control = 100. actives 0.3% (n = 340,000). activation (reporter increase), % at 12.5 µM;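 active = mean replicate activation score at least 90 and every replicate individually at or above 90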;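 also: higher luciferase means less miR-122 activity so hits act as miR-122 inhibitors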
* marks the source's active call; other numbers are inactive results; x = no result given; & = joins results of further samples; [ ] = another dose, or the depositor's remark. Compounds as they come (roughly 2.5% active in at least one column).

SMILES | PGC1a acetyl inh | FN deposit inh | PAX8 reporter | LGR2 antag | EWS-Fli block | CASP6 VEID inh | Cneo AK release | miR122 inh
C[C@H](CO)N1C[C@H](C)[C@@H](CN(C)C(=O)Nc2ccc(-c3cccs3)cc2)OCc2cn(nn2)CCCC1=O | 0 | -11&-7 | 20&39 | 0&-21 | -14&-13 | 3&3 | 0 | -8[16.7 µM]
Cc1ccc(S(=O)(=O)CC(=O)N(CCCN(C)C)c2nc3ccc(C)cc3s2)cc1 | x | 5 | x | 1 | 15 | -17 | -1 | x
COC(=O)c1cc(NC2c3ncccc3C(=O)N2Cc2ccccc2)cc(C(=O)OC)c1 (centres undefined) | 3 | x | x | -12 | 2 | 1 | 2 | -5
O=C1CC(c2ccccc2)Cc2nc(NC3CC3)ncc21 (centres undefined) | x | -6 | -4 | -4 | 5 | -5 | x | x
COC(=O)C1NC(=O)N2C(C(=O)OC)C(C)(C)S[C@H]12 (some centres undefined) | -5 | -2 | -15 | -9 | -4 | -1 | -1 | -3
C[C@@H]1CN([C@@H](C)CO)C(=O)c2cccc(NS(=O)(=O)c3ccc(Cl)cc3)c2O[C@@H]1CN(C)C(=O)NC1CCCCC1 | 3 | -17 | 7 | 2 | 5 | -3 | 0 | 6[16.7 µM]
Cc1ccc(C(=O)OCC(=O)NCCN2C(=O)CSC2=O)cc1[N+](=O)[O-] | -4 | 3 | 9 | 9 | 1 | 1 | 2 | 0
Cn1c(=O)c2c(nc(N/N=C/c3ccc(OC(=O)c4ccco4)cc3)n2Cc2ccccc2)n(C)c1=O | 2 | 6 | 8 | 2 | x | x | 4 | 17
CCCCn1c(N)c(N(CCC(C)C)C(=O)c2ccc(N3CCCC3=O)cc2)c(=O)[nH]c1=O | x | -3 | 2 | -4 | -5 | 4 | x | x
COc1ccccc1NC(=O)c1cc2c(cc1Cl)N1CCCCCC1=NS2(=O)=O | -21 | -2 | 6 | x | -4 | 0 | 1 | 0

3 compounds from above, limited to miR122 inh, PGC1a acetyl inh and CASP6 VEID inh:
mol	miR122 inh	PGC1a acetyl inh	CASP6 VEID inh
Cc1ccc(C(=O)OCC(=O)NCCN2C(=O)CSC2=O)cc1[N+](=O)[O-]	0	-4	1
Cn1c(=O)c2c(nc(N/N=C/c3ccc(OC(=O)c4ccco4)cc3)n2Cc2ccccc2)n(C)c1=O	17	2	x
CCCCn1c(N)c(N(CCC(C)C)C(=O)c2ccc(N3CCCC3=O)cc2)c(=O)[nH]c1=O	x	x	4

The list continues:
SMILES | PGC1a acetyl inh | FN deposit inh | PAX8 reporter | LGR2 antag | EWS-Fli block | CASP6 VEID inh | Cneo AK release | miR122 inh
COC(=O)c1ccc(CN2CCCC(C(=O)c3ccccc3OC)C2)cc1 (centres undefined) | -14 | -2 | 18 | 3 | -7 | 2 | 1 | -3
COc1ccc(-c2cc3c(=O)n(CC(=O)Nc4ccc(C(C)=O)cc4)ncn3n2)cc1 | x | 1 | -18 | -28 | x | 2 | 0 | -4
Cc1nnc(NC(=O)c2ccc(Br)o2)s1 | -2 | 1 | -64 | -1 | -6 | -2 | -1 | -2
COc1cccc(-c2ccc3c(c2)O[C@H](CN(C)C(=O)C2CCOCC2)[C@@H](C)CN([C@@H](C)CO)S3(=O)=O)c1 | -1 | x | 6 | -7 | -5 | 4 | -23 | -15[16.7 µM]
Cc1cccc(NC(=O)COC(=O)c2cccs2)c1C | x | 0 | -12 | -2 | -7 | -1 | 4 | x
COC(=O)c1ccccc1NC(=O)CNCCc1ccc(OC)c(OC)c1 | 10 | 7 | -10 | -3 | x | x | 5 | 0
COCC(=O)N1C[C@@H](C)[C@H](OC)CN(C)C(=O)c2cc(NC(=O)c3ccc(F)cc3)ccc2OC[C@H]1C | 12 | 5 | x | -4 | -4 | 0 | 3 | -5[16.7 µM]
N#C[C@H]1[C@H](c2ccccc2C2=CCCC2)[C@@H](CO)N1C(=O)C1CCOCC1 | -15 | 8 | 12 | 17 | -4 | 6 | x | x
CCN(CC)CCCNC(=O)CNC(=O)c1nn(-c2ccc(OC)c(OC)c2)c(=O)c2ccccc12 | 1 | x | 10 | -6 | 4 | -2 | 3 | -3
COc1ccccc1CN1C2CCCC1CC(NC(=O)/C=C/c1ccccc1)C2 (centres undefined) | -13 | 0 | -5 | 9 | 4 | -6 | x | -2
COc1cccc(NC(=O)c2cnc(SC)nc2)c1 | -2 | 6 | 27 | -26 | -20 | -3 | 2 | -2
O=C(NCC1CC1)c1cccs1 | x | -8 | -18 | 4 | -3 | -2 | x | x
CCCOc1ccc(N2C(=O)CC(N(CCOC34CC5CC(CC(C5)C3)C4)C(C)=O)C2=O)cc1 (centres undefined) | 3 | 3 | -1 | 15 | 0 | 5 | 6 | 0
COCC(=O)N1[C@@H]2CN(C)c3ccccc3[C@@H]2[C@@H]1CO | 4 | -7 | -10 | 2 | 2 | -1 | 1 | -14[16.7 µM]
CCN(C(=O)CSc1nnc(-c2ccncc2)o1)c1ccccc1 | 3 | 1 | 0 | 19 | x | -1 | 5 | 2
O=C1NC[C@@H](CCCCN2CCN(CCc3ccc(O)cc3)C(=O)C2=O)N(CCc2ccc(O)cc2)C1=O | x | 2 | -2 | -5 | 4 | 40* | x | x
Cc1noc(C)c1NC(=O)Nc1ccc2c(c1)C(=O)N([C@@H](C)CO)C[C@H](C)[C@@H](CN(C)C(=O)CCCN(C)C)OCCCC[C@H](C)O2 | 5 | x | -60 | -11 | 2 | -2 | x | x
O=C(C[C@@H]1CC[C@@H](NS(=O)(=O)c2ccccc2F)[C@H](CO)O1)NCCCN1CCOCC1 | -4 | -16 | -20 | -36 | 11 | -1 | 0 | 23[16.7 µM]
Cc1cc(Br)cn2c(Cc3ccccc3)c(-c3ccc(F)cc3)nc12 | -7 | 11 | 1 | 22 | -2 | 1 | 1 | 5
COc1ccc(CC(=O)NNC(=O)COc2ccc(C)cc2)cc1S(=O)(=O)N1CCOCC1 | 18 | -6 | -11 | -4 | 1 | 1 | 2 | -2
Cc1ccc2c(CN3CCC(C)CC3)cc(=O)oc2c1C | -4 | -7 | -136 | -105 | -84 | 0 | 0 | -8
Cc1cc(C)cc(OCC(=O)N/N=C/c2ccncc2)c1 | -11 | 2 | -3 | 6 | x | x | 1 | 1
CN(C)S(=O)(=O)c1ccc(-c2csc(N/N=C/c3ccc(O)cc3)n2)cc1 | -11 | 0 | 30 | 6 | 56* | 4 | -9 | -11
C[C@H]1CN([C@@H](C)CO)C(=O)c2cccc(NC(=O)c3ccncc3)c2O[C@@H]1CN(C)CC1CCCCC1 | x | 16 | 12 | -35 | 8 | 0 | -9 | 91*[16.7 µM]
CC(=O)Nc1ccc(NC(=O)C(C)OC(=O)CCc2c[nH]c3ccccc23)cc1 (centres undefined) | -7 | 1 | -6 | 5 | -3 | 0 | -2 | -2
CN1CCN(c2nc3cc(C(F)(F)F)ccc3n3cccc23)CC1 | x | -7 | -6 | -32 | -10 | x | 2 | 4
CNC(=O)c1ccc(Nc2nnc(-c3ccc(O)cc3)c3ccccc23)cc1 | -10 | 5 | 8 | -5 | 12 | 3 | -2 | 4
COc1ccccc1NS(=O)(=O)c1cc([N+](=O)[O-])ccc1N/N=C/c1c(C)[nH]c2ccccc12 | -6 | -6 | x | -3 | x | x | -9 | 20
CC(C)CNC(=O)C(=O)NCc1ccccn1 | 2 | -16 | -10 | -23 | -10 | -3 | x | x
Cc1ccc(/C=C/c2ccc(=O)n(Cc3ccc(F)cc3)n2)cc1 | -8 | 2 | 2 | 16 | -1 | 3 | x | -6
Cc1cc(-c2nc(C)c(-c3nnc(SCC(=O)Nc4ccccc4)n3C)s2)no1 | x | -7 | 9 | x | -1 | -2 | x | x
CCOC(=O)[C@]12CCC=C1N(Cc1cccc3ccccc13)C(=O)[C@H](CC(=O)NCCc1ccccc1OC)C2 | x | 3 | 26 | 30 | 4 | 0 | x | x
C[C@H](CO)N1C[C@H](C)[C@H](CN(C)C(=O)NC2CCCCC2)Oc2ncc(C#Cc3cccc(F)c3)cc2C1=O | 5 | x | 10 | 0 | -19 | 4 | -9 | -13[16.7 µM]
CCNC(=O)[C@H]1[C@H](CO)[C@H]2Cn3c(ccc(C4=CCCCC4)c3=O)[C@@H]1N2CC | -3 | x | x | 24 | -8 | 4 | x | x
COC(=O)CCCC(=O)Nc1ccc(Cl)c(Cl)c1 | 2 | -4 | x | x | x | x | 1 | 2
CCc1ccc(OCCCC(=O)Nc2ccc(S(=O)(=O)Nc3cc(C)nc(C)n3)cc2)cc1 | x | -9 | -1 | -34 | 4 | 1 | -1 | 16
Cc1cccn2cc(-c3ccc(F)cc3)nc12 | x | -4 | -115 | x | x | x | -4 | 8
O=C(C[C@@H]1C[C@H]2c3cc(NC(=O)C4CCOCC4)ccc3O[C@H]2[C@H](CO)O1)NCc1cccnc1 | 4 | -14 | -6 | 3 | -3 | 0 | 6 | -1[16.7 µM]
CSS(=O)(=O)c1cccc2cccnc12 | -7 | 3 | -12 | 18 | -1 | -3 | 4 | 6
Cc1ccccc1CN1CCN(Cc2cc3ccccc3o2)CC1CCO (centres undefined) | 2 | -2 | 18 | 4 | 9 | 1 | 1 | -2
O=C(C[C@@H]1CC[C@H]2[C@@H](COC[C@H](O)CN2Cc2cccc(C(F)(F)F)c2)O1)NCCc1ccncc1 | -6 | -4 | 17 | -11 | 0 | x | -2 | 0[16.7 µM]
C[C@H]1CN([C@@H](C)CO)S(=O)(=O)c2ccc(-c3ccc(C#N)cc3)cc2O[C@@H]1CN(C)Cc1cccc(F)c1 | -1 | x | 76* | 15 | 18 | -1 | -3 | -1[16.7 µM]
Cc1ccc(-c2ccc([C@@H]3[C@@H](CO)N4C(=O)CN(C(=O)c5ccncc5)C[C@H]34)cc2)cc1 | -12 | x | 4 | -30 | -1 | -1 | x | x
C#CCn1c(=NC(=O)c2ccc(Br)s2)sc2cccc(OC)c21 | 2 | -5 | -57 | -35 | -46 | -2 | -1 | 1
O=C1CCC(C(=O)Nc2cccc(Br)c2)N1 (centres undefined) | 8 | 0 | 5 | -7 | -12 | -3 | 6 | -1
COc1cccc(NC(=O)C2CCCN2S(=O)(=O)c2ccc3c(c2)C(C)(C)C(=O)N3C)c1 (centres undefined) | 6 | -6 | 11 | -4 | 2 | 2 | 1 | 13
O=C(Nc1ccc2c(c1)[C@@H]1C[C@@H](CC(=O)N3CCc4ccccc4C3)O[C@H](CO)[C@@H]1O2)Nc1ccccc1F | -9 | -4 | 11 | 3 | -8 | 1 | 3 | 15[16.7 µM]
O=C(Nc1nc2ccccc2s1)c1cc2c(s1)-c1ccccc1OC2 | -5 | -26 | -56 | -51 | -69 | -4 | -2 | -5
O=C(CCc1ccccc1Cl)N1CCN(S(=O)(=O)c2ccccc2)CC1 | 2 | -61 | 12 | -2 | 10 | 3 | 1 | -6
Cc1noc(C)c1NC(=O)Nc1ccc2c(c1)CC(=O)N([C@@H](C)CO)C[C@@H](C)[C@@H](CN(C)Cc1ccc(Cl)c(Cl)c1)O2 | -1 | x | 10 | -2 | 64* | 2 | -1 | -4[16.7 µM]
COc1ccc(O)c(C(=O)CC(=O)c2ccccc2C)c1 | 1 | -1 | -108 | 25 | -44 | -2 | -8 | 23
COc1ccc2c3c([nH]c2c1)[C@@H](CO)N(C(=O)CN(C)C)CC31CN(CC2CCCC2)C1 | x | x | -15 | 40 | -7 | -40 | x | x
COc1ccc(OC)c(-c2cc(C(=O)NC3CCCC3)c3ccccc3n2)c1 | x | -2 | 20 | 15 | x | 3 | 0 | x

From PubChem BioAssay
